# Source: PubChem BioAssay (several laboratories)
# TNAP act hi DEA: activators of human TNAP at high phosphate acceptor concentration. P05186. purified TNAP, CDP-star luminescence, 1 M DEA, 30 min; stronger effect = higher value; 0 = EDTA background, 1 = DMSO-only activity. activation factor at 20 µM. 200,000 tested, under 10 active;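 active means activation factor at least 2 at 20 µM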
# Target sequence (P05186 whole entry, looked up): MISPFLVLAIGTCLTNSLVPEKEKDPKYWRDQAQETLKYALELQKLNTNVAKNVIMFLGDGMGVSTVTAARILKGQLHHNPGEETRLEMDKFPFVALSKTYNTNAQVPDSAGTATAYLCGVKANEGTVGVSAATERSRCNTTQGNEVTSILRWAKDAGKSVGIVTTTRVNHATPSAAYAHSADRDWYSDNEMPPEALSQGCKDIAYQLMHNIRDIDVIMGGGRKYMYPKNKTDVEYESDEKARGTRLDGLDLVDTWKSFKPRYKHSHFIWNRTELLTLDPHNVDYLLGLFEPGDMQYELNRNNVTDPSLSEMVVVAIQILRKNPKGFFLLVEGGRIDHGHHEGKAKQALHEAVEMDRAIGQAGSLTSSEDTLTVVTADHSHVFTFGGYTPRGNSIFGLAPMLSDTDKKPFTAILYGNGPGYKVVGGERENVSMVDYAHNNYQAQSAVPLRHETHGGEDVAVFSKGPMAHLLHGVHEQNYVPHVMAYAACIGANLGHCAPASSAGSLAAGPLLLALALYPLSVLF
#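 Control set: EDTA negative control, DMSO positive control / Assay system: human TNAP / Quantity: TNAP 1/800 final / Evaluation: TNAP activation factor scaled between EDTA and DMSO control wells / Measured by: luminescent substrate turnover signal / Compound dosing: one dose, 20 µM / Times: 30 min enzyme reaction at room temperature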
# Diaph act CS: activates diaphorase or chemically reduces, flagging diaphorase assay artifacts | AID 1229 | 190,000 tested, 0.005% active | activation factor at 20 µM | Diaphorase/resazurin coupled assay, resorufin fluorescence, 16 min; stronger effect = higher value; 1 = vehicle wells, 0 = NADH-free wells;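 active means diaphorase activity raised at least twofold by the compound at 20 µM; inactive means activation factor below 2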
#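 Material: purified diaphorase enzyme from Clostridium kluyveri / Medium: HEPES pH 7.4 buffer with MgCl2 and Tween 20 / Schedule: enzyme reaction of 16 min at room temperature / Measured by: resorufin fluorescence, excitation 544 nm, emission 590 nm / Evaluation: rise in resorufin formation, marking diaphorase activation or chemical reduction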
# PMI act hi M6P: PMI (human) activation, high substrate. P34949. 190,000 tested, 0.34% active. coupled PMI enzyme assay, resazurin fluorescence, 20 min; stronger effect = higher value; 1 = untreated enzyme, 0 = substrate-free blank. activation factor at 20 µM;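 active means activation factor of 2 or more at 20 µM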
# Target sequence (P34949 whole entry, looked up): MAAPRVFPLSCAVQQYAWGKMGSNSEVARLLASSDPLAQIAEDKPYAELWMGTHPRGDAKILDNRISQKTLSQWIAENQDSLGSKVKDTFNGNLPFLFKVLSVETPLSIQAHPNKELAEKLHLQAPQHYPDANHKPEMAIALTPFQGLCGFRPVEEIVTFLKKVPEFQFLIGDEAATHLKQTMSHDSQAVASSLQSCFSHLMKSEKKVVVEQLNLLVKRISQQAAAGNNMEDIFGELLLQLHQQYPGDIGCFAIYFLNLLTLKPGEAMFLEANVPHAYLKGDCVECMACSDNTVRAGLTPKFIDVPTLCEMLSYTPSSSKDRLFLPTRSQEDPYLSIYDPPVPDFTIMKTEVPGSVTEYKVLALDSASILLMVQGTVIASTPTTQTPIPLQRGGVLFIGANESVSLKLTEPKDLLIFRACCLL
#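 Test system: human phosphomannose isomerase with PGI, G6PDH, diaphorase coupling enzymes; Amount: PMI at 15 ng/mL final; Reagent: Mannose-6-phosphate 1.0 mM (near-saturating) plus 0.22 mM NADP+; Timing: 20 min, room temperature; Technique: resorufin fluorescence at Ex 544/Em 590 nm; Dosing: 20 µM single dose.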
# TNAP inh no acc: TNAP (human) inhibition, acceptor-free conditions; P05186; purified TNAP, CDP-star luminescence, 30 min; inhibition, % at 20 µM; 200,000 tested, 0.26% active; AID 1012;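 active means tissue-nonspecific alkaline phosphatase inhibition above about 50% at 20 µM in the single-dose screen, limit read from the data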;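 further: 0% = DMSO negative control and 100% = EDTA positive control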
# bIAP activator: intestinal alkaline phosphatase (bovine) activation. activation factor at 20 µM. purified bovine IAP, CDP-star luminescence, 30 min; stronger effect = higher value; fold of DMSO-control signal, blank-subtracted. 200,000 tested, 0.17% active;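 active means activation factor of 2 or more at 20 µM, a signal rise over negative controls twice the positive control's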
# bIAP inh: blocks bovine intestinal alkaline phosphatase activity; AID 1019; inhibition, % at 20 µM; purified bovine IAP, CDP-star luminescence, 30 min; 190,000 tested, under 10 active;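 active means over 50% inhibition of intestinal alkaline phosphatase at 20 µM in the single-dose screen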
#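 test system = bovine IAP enzyme | medium = DEA buffer 100 mM, pH 9.8, with MgCl2 1.0 mM, ZnCl2 0.02 mM | detection = luminescence | dosing = single compound dose of 20 µM, 2% DMSO final | incubation = 30 min reaction at room temperature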
# PMI act: increases human mannose-6-phosphate isomerase activity; P34949; activation factor at 20 µM; purified human PMI, coupled resazurin fluorescence, 20 min; stronger effect = higher value; 1 = vehicle control, 0 substrate-free wells; AID 1214; 190,000 tested, 0.005% active;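 active means activation factor of 2 or more at 20 µM, relative to plate controls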
# Diaphorase inh: inhibits diaphorase or chemically oxidizes, flagging diaphorase assay artifacts; diaphorase resazurin-to-resorufin fluorescence, NADH, 16 min; bacterial (C. kluyveri) enzyme, not human; 190,000 tested, 0.69% active; inhibition, % at 20 µM;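 active means primary screen inhibition at 20 µM above a set limit, cut at about 50% in these data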;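 further: plate controls were DMSO with full reaction for no effect and wells lacking NADH for full effect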
#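 Test system: Clostridium kluyveri diaphorase enzyme / Quantity: diaphorase at 0.14 U/mL in enzyme working solution / Incubation: 16-min room-temperature incubation before reading / Benchmarks: NADH-free wells as positive control, DMSO-only neutral wells / Signal: resorufin fluorescence 544/590 nm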
# L major viab: reduces viability of Leishmania major promastigotes. resazurin fluorescence viability. inhibition, % at 10 µM. 200,000 tested, 9% active. AID 1063; in the data active means inhibition above about 50%;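 further: promastigotes grown with compound for 44 hours at 28 °C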
# TNAP inh hiacc: inhibitors of human TNAP at high phosphate acceptor concentration. P05186. purified TNAP, CDP-star luminescence, 1 M DEA. inhibition, % at 20 µM. 200,000 tested, 0.03% active;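 active means over 50% inhibition of tissue-nonspecific alkaline phosphatase at 20 µM in the single-dose screen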;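 further: plate controls were DMSO wells for no effect and EDTA-quenched wells as full inhibition for full effect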
# The depositor's hits bear a star; / = not tested or not shown. Not a hit list (roughly 10% active in at least one column).
SMILES,TNAP act hi DEA,Diaph act CS,PMI act hi M6P,TNAP inh no acc,bIAP activator,bIAP inh,PMI act,Diaphorase inh,L major viab,TNAP inh hiacc
Cc1csc(NC(=O)[C@@H]2CCCN2C(=O)c2cccs2)n1,1,0.9,1,-14,1.1,-11,1,10,-4,-3
CCc1n[n+](CC(=O)c2ccccc2)c(N)s1,1,1,1.1,4,1,3,1.2,5,5,1
Cc1nn(Cc2ccc(Cl)cc2Cl)c(Cl)c1/C=N/NC(=O)CNc1cccc(C(F)(F)F)c1,1,0.8,0.9,-6,1,1,0.9,15,5,-1
COc1ccccc1N1C(=O)CC(Sc2nc(C)cc(C)n2)C1=O (centres undefined),1,1,1,-7,0.9,11,1,3,2,-1
CCc1ccc(CNC(=O)c2cc3c(C)nc4ccccc4c3o2)cc1,1.1,0.8,0.9,-19,1.1,-7,0.8,22,-4,-7
CSc1nc(C)c2c(n1)N(c1cccc(C)c1)CC2,1,0.9,0.9,-2,1.1,-12,1,10,3,0
O=C(CN1C(=O)C2C3C=CC(C3)C2C1=O)NCCC1=CCCCC1 (centres undefined),1,0.9,1,-7,0.9,5,0.9,14,0,-3
O=C(c1ccc(Cl)cc1)c1c[nH]c(C(=O)C(Cl)(Cl)Cl)c1,1,0.7,1.3,-8,0.8,16,1.1,35,86*,-2
CC1=C(C(=O)OCc2ccc3c(c2)OCO3)C(c2cccc([N+](=O)[O-])c2)NC(=O)N1 (centres undefined),1,0.9,1,-5,0.9,8,1,11,-9,-4
Cc1nn2c(N3CCOCC3)c3c(nc2c1-c1ccccc1)CCCC3,1,0.9,0.9,-7,1.1,-7,0.9,14,25,1
Cc1nn(-c2ccc(F)cc2)c(Cl)c1/C=C/C(=O)OCC(=O)Nc1c(F)c(F)c(F)c(F)c1F,1.1,1,1,-11,0.9,9,1.1,-1,-7,-5
Cc1cc(Cl)ccc1NC(=S)NCC(C)C,1,0.8,0.9,-8,0.3,/,0.9,18,7,-2
CCN1C(=O)/C(=C\c2ccc3c(c2)OCO3)C(C(=O)OC)=C1C,1,1,1.1,5,0.9,8,1.1,1,10,0
CCOc1c2ccc(C(=O)NC3CCCc4ccccc43)cc2nn1CC (centres undefined),1,0.8,0.8,-3,1,4,0.8,18,3,-4
Cn1c(SCC(=O)NC(=O)c2cccc([N+](=O)[O-])c2)nnc1-c1ccc(F)cc1,1,0.9,0.9,3,1.1,-6,1,14,44,0
O=C(NN=C1C2CC3CC1CC(Cl)(C3)C2)c1ccccn1,1,0.8,0.9,0,1.1,-12,1,22,3,1
C#CCn1c(=NC(=O)c2cccs2)sc2cccc(OCC)c21,1.1,1,1,-9,0.5,/,0.9,3,4,-6
COc1ccccc1N1CCN(C(=O)CSc2nnc3c4ccccc4nc(Cc4ccccc4)n23)CC1,1,0.8,1,-12,0.9,6,0.9,19,20,-5
C=CCn1c(SCC(=O)Nc2ccc(NC(=O)c3ccco3)c(OC)c2)nnc1-c1ccncc1,1,0.9,0.9,-9,1,-2,1,12,-5,0
CC1=C/C(=N\NC(=O)c2ccc(O)cc2)CC1,1,1,1,-23,0.4,/,0.9,3,-6,-1
CCOC(=O)Cn1nc(C)n(-c2ccc(Br)cc2)c1=O,1,0.9,1,-6,1,0,0.9,9,-1,-2
CCN(CC)CCCNC(=O)CCC(=O)Nc1ccc2nc(N3CCC(C)CC3)cc(C)c2c1,1,1,0.9,-15,1.2,-22,0.9,0,2,-1
Cc1nc2cc(N3CCCCC3)c(NC(=O)c3ccncc3)cc2c(=O)n1Cc1ccc(Cl)cc1,1,1,1,-9,0.9,8,1,3,11,0
CCOc1ccc(C(C)=O)cc1N1C(=O)C2C3C=CC(C3)C2C1=O (centres undefined),1.1,0.8,1,-6,1,1,0.9,21,-4,-6
O=C(CSc1ccccn1)NC1CCCC1,1,1,0.9,-7,1.3,-30,1,0,1,-2

# Three entries out of the list above, sorted by the number in bIAP activator, descending:
Molecule	TNAP act hi DEA	Diaph act CS	PMI act hi M6P	TNAP inh no acc	bIAP activator	bIAP inh	PMI act	Diaphorase inh	TNAP inh hiacc
CCN(CC)CCCNC(=O)CCC(=O)Nc1ccc2nc(N3CCC(C)CC3)cc(C)c2c1	1	1	0.9	-15	1.2	-22	0.9	0	-1
CSc1nc(C)c2c(n1)N(c1cccc(C)c1)CC2	1	0.9	0.9	-2	1.1	-12	1	10	0
COc1ccccc1N1CCN(C(=O)CSc2nnc3c4ccccc4nc(Cc4ccccc4)n23)CC1	1	0.8	1	-12	0.9	6	0.9	19	-5

# Remaining list, next part.
SMILES,TNAP act hi DEA,Diaph act CS,PMI act hi M6P,TNAP inh no acc,bIAP activator,bIAP inh,PMI act,Diaphorase inh,L major viab,TNAP inh hiacc
Cc1ccc(O)c(C(=O)c2cnc3onc(-c4ccc(F)cc4)c3c2)c1,1,0.9,1,-10,1,-3,1,12,-6,3
COc1ccccc1C1NC(c2ccccc2OC)C(C)C(=O)C1C (centres undefined),1,1,1,-3,1,-4,1,0,18,2
COc1ccccc1CN1C(=O)C(=O)N(Cc2cccc(C)c2)C1=O,1.1,0.9,0.9,-4,1.2,-25,0.9,12,-3,-6
COc1ccc(N(C)C(=O)Cc2c(C(=O)O)[nH]c3ccccc23)cc1,1,1,1,-8,1,-4,1,2,-6,-2
N#CCCN1CCN(S(=O)(=O)c2ccc(S(=O)(=O)N3CCOCC3)cc2)CC1,1,0.9,0.8,-5,0.9,8,0.8,14,18,-4
CCC(C)(C(=O)NC1CCCCC1)N(C(=O)C1CCC(=O)N1)c1ccccc1 (centres undefined),1,1,1,-6,1,4,1.1,3,-6,-4
Cc1[nH]nc(SCC(=O)NC(C)c2ccccc2)c1[N+](=O)[O-] (centres undefined),1,0.9,1.1,-15,0.9,12,1,12,36,-1
COc1ccccc1NC(=O)CN(Cc1ccco1)C(=O)c1ccc(Cl)nc1,1,1.1,1.1,-1,1.1,-11,1.1,-8,-2,3
O=C(Cn1cc([N+](=O)[O-])cn1)NCc1cc2ccccc2[nH]1,1,1,1,-1,1.2,-21,1.1,1,-8,-2
Cc1ccc([N+](=O)[O-])cc1NC(=O)CN(C(=O)c1ccc(Cl)cc1)C1CCCCC1,1,0.9,1,-4,1.1,-7,0.9,11,33,1
CSc1nnc(C)c(/C=C/Nc2ccc(F)cc2F)n1,0.9,0.7,1.1,5,1.1,-9,1.3,29,9,5
CC1CC(C)CN(CC(=O)N2CCCc3c2c(=O)oc2ccc(OCc4ccccc4)cc32)C1 (centres undefined),1,0.8,0.9,-15,1,-3,0.9,16,32,-3
O=C(Nc1ccccc1Cl)N1CCN(c2ccccn2)CC1,1,1,1,-10,1.1,-9,1.1,-5,-3,-2
COc1ccc(N(CC(=O)Nc2ccccc2C(=O)NCc2ccco2)S(C)(=O)=O)cc1,1,1,1,-23,1,1,1.1,-3,18,-3
O=C(CN1CCN(S(=O)(=O)c2ccc(F)cc2)CC1)Nc1cc(C(F)(F)F)ccc1Cl,1.1,0.8,0.9,-11,1,1,0.9,18,-9,-8
Cc1ccc(C)c(N(CC(=O)NC2CCCC2)C(=O)c2oc(C(C)(C)C)cc2C)c1,1,0.8,0.9,-2,1.1,-13,0.9,16,22,-3
Cc1c(CN2CCN(c3cccc(C(F)(F)F)c3)CC2)c(=O)n(-c2ccccc2)n1C,1,1,1,-3,1.1,-8,1,4,4,0
O=C1CCN(C(=S)NCc2ccccc2)CC1,1,1,1.1,-10,1.2,-19,1.1,2,0,-4
COc1ccc(NC(C)=O)cc1NC(=O)c1ccc2ccccc2c1,1,0.8,0.7,-12,0.8,20,1,16,6,-3
Cc1cccc(CN(CC(=O)N/N=C/c2ccco2)S(=O)(=O)c2ccc(Cl)cc2)c1,1,0.9,1,-13,0.8,21,1,9,1,0
CC(C)OCCCNc1ncc2c(n1)CC(c1ccccc1)CC2=O (centres undefined),1,0.7,0.5,-5,1.2,-18,0.8,32,-7,0
CN(C)c1ccc(C(=S)Nc2ccccc2)cc1,1,0.8,1,0,1,3,1,24,-9,1
Cc1cc(C)c(-n2c(O)c(C=NCCN3CCOCC3)c(=O)[nH]c2=O)c(C)c1,1,0.9,1.3,-8,1,-2,1.2,6,-8,0
Cc1nnc(NC(=O)c2ccc(-c3cccc(C(F)(F)F)c3)o2)s1,1.1,1,1.1,-11,0.9,8,1,-2,0,-7
CC1(C)Cc2cccc(OCC(=O)N3CCN(S(=O)(=O)c4ccccc4)CC3)c2O1,1.1,1.1,1,4,1,2,1,-9,-1,-6
CN(CC(=O)Nc1ccccc1C(F)(F)F)C(=O)COc1ncnc2ccccc12,1,0.9,1,-9,1,-4,1,6,10,0
O=S(=O)(/C=C/c1ccccc1)N1CCN(c2ccccc2)CC1,1.1,0.8,1,-11,0.9,12,1,19,-2,-9
c1ccc(-c2noc(CC3CCCCC3)n2)nc1,1.1,0.8,1,-10,0.9,11,1,15,4,-7

# Rewritten bar-delimited: 6 of the compounds above
molecule | TNAP act hi DEA | Diaph act CS | PMI act hi M6P | TNAP inh no acc | bIAP activator | bIAP inh | PMI act | Diaphorase inh | L major viab | TNAP inh hiacc
Cc1cccc(CN(CC(=O)N/N=C/c2ccco2)S(=O)(=O)c2ccc(Cl)cc2)c1 | 1 | 0.9 | 1 | -13 | 0.8 | 21 | 1 | 9 | 1 | 0
CC(C)OCCCNc1ncc2c(n1)CC(c1ccccc1)CC2=O (centres undefined) | 1 | 0.7 | 0.5 | -5 | 1.2 | -18 | 0.8 | 32 | -7 | 0
CN(C)c1ccc(C(=S)Nc2ccccc2)cc1 | 1 | 0.8 | 1 | 0 | 1 | 3 | 1 | 24 | -9 | 1
Cc1cc(C)c(-n2c(O)c(C=NCCN3CCOCC3)c(=O)[nH]c2=O)c(C)c1 | 1 | 0.9 | 1.3 | -8 | 1 | -2 | 1.2 | 6 | -8 | 0
Cc1nnc(NC(=O)c2ccc(-c3cccc(C(F)(F)F)c3)o2)s1 | 1.1 | 1 | 1.1 | -11 | 0.9 | 8 | 1 | -2 | 0 | -7
CC1(C)Cc2cccc(OCC(=O)N3CCN(S(=O)(=O)c4ccccc4)CC3)c2O1 | 1.1 | 1.1 | 1 | 4 | 1 | 2 | 1 | -9 | -1 | -6
